V1R ag counter: agonists of human V1a receptor, primary screen, counter-screen for OXTR agonist project, fluorescence, CHO-V1R cells; Vasopressin V1a receptor (Homo sapiens), P37288; Fluo-8 calcium fluorescence, agonist mode; 0% DMSO, 100% 3 nM vasopressin; activation, % at 3 µM; hit rate 0.25% among 320,000; AID 2797, 2010;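 active = activation above the mean activation of all tested compounds plus 3 SD, per screening run, cut at about 20% in these data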;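 note: signal is peak over basal fluorescence ratio across a 100 second FLIPR read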
Target sequence (P37288 whole entry, looked up): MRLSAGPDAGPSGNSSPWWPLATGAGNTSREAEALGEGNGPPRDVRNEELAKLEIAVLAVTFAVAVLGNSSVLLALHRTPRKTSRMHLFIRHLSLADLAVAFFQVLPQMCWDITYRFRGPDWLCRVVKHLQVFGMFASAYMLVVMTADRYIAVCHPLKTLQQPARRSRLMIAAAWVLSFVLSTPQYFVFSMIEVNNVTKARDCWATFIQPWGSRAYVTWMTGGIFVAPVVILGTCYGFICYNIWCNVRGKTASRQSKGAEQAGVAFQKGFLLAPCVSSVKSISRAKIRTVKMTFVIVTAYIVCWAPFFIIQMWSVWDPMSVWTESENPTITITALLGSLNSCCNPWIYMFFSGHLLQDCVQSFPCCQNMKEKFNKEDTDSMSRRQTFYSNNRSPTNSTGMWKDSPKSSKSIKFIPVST
M18AAP inhibitor: PfM18AAP inhibitors, malaria aminopeptidase, primary screen, biochemical, QFRET, recombinant enzyme. M18 aspartyl aminopeptidase (Plasmodium falciparum 3D7). H-Glu-NHMec fluorogenic cleavage. inhibition, % at 7.35 µM. hit rate 1.2% among 290,000. AID 1822, 2009;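 active = inhibition above the campaign mean inhibition over all tested compounds plus 3 SD, cut at about 28% in these data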;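 note: 0% = plate median of test compound wells and 100% = 2 mM ZnCl2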
OXTR ag: human OXTR agonists, primary screen, fluorescence, CHO-OTR cells, Fluo-8 calcium. Oxytocin receptor (Homo sapiens), P30559. Fluo-8 calcium fluorescence; normalized: DMSO 0%, oxytocin 100%. activation, % at 3 µM. hit rate 0.32% among 320,000;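 active = activation above the mean of all tested compounds plus 3 SD, cutoff set per screening run, cut at about 20% in these data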;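 note: peak over basal fluorescence ratio from a 100 s FLIPR kinetic read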
MEKK2wt PB1 HTS: modulators of MEK5 binding to wildtype MEKK2, primary screen, biochemical, multiplex bead flow cytometry, Alexa488-MEK5; Mitogen-activated protein kinase kinase kinase 2 (Homo sapiens), Q9Y2U5; Alexa488-MEK5 binding to MEKK2 WT; actives lie on both sides; binding response (% of control), % at 10 µM; hit rate 1.1% among 290,000; AID 1531, 2009; in the data active = binding response below about 67% or above about 130%
MEKK2 mut-MEK5: MEK5 binding signal on mutant MEKK2 PB1, primary screen, biochemical, multiplex bead flow cytometry, Alexa488-MEK5 | hit rate 0.35% among 290,000 | percent response, % at 10 µM | Alexa488-MEK5 binding to MEKK2 mutant; in the data active = percent response above about 24%, passing the limit was not always enough; note: inactives centre near 1; some results filed as inactive read as strong as hits
GalR3 antagonist: GalR3 antagonists in HEK293 cells, primary screen, cell-based, fluorescence readout | Galanin receptor type 3 (Homo sapiens), O60755 | HEK293 GalR3-CNG cAMP membrane potential fluorescence; galR3 body fused to GalR1 C-terminus | inhibition, % at 3 µM | hit rate 0.44% among 360,000 | AID 651719, 2012;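 active = inhibition above the screen-wide average plus 3 SD, cut at about 13% in these data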;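 note: forskolin and galanin both at EC90 stimulate the cells; cAMP rise reported by CNG channel membrane potential dye signal; 0% = forskolin plus galanin with DMSO and 100% = forskolin alone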
Target sequence (O60755 1-299 limits assumed): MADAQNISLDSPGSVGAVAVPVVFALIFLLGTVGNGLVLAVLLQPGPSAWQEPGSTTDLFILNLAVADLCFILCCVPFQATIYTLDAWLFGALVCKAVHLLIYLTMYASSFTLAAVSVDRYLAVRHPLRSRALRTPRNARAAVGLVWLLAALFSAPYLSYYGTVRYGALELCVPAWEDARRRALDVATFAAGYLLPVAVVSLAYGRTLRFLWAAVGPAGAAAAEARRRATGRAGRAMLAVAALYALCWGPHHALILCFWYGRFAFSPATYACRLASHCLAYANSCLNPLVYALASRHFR
NALP1 yeast inh: NALP1 inflammasome inhibitors in reconstituted yeast, colorimetric, S. cerevisiae, triplicate retest. S. cerevisiae NALP1/ASC/caspase-1 growth, X-gal OD620, 72 h. hit rate 0.61% among 280,000. inhibition, % at 10 µM; in the data active = inhibition mostly above about 24%, no sharp cut-off; inactive = mostly below about 32%; note: some compounds called inactive have numbers as strong as hits
GPR7 antag: GPR7 receptor antagonists, primary screen, cell-based, fluorescence, single concentration; GPR7-expressing cells, fluorescence antagonist assay; inhibition, % at 4.4 µM; hit rate 1.1% among 290,000; in the data active = inhibition above about 16%, passing the limit was not always enough;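 note: cells stimulated with the agonist NPW; 0% = agonist with vehicle and 100% = vehicle without agonist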
Target sequence (P48145 whole entry, looked up): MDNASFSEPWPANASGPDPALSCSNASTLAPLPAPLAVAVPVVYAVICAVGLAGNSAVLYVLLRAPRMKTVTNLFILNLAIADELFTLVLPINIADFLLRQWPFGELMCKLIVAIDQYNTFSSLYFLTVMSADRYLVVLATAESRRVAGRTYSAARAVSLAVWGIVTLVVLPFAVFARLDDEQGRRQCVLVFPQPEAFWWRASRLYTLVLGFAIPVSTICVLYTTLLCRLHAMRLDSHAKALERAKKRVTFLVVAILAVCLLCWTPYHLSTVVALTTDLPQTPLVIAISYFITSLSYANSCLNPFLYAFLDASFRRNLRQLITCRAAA
OXTR potentiate: human OXTR potentiators, primary screen, fluorescence, CHO-OTR cells, Fluo-8 calcium; activation, % at 3 µM; AID 2445, 2010; Fluo-8 calcium fluorescence, potentiator mode; 0% = oxytocin EC15, 100% = EC100; Oxytocin receptor (Homo sapiens), P30559; hit rate 0.061% among 320,000;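 active = activation above that plate's cutoff, the mean activation of tested compounds plus 3 SD, cut at about 6.6% in these data, passing the limit was not always enough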;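 note: 100% uses oxytocin at 75 nM as the full agonist control; some results filed as inactive read as strong as hits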
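Assay system: CHO cell line stably expressing human OTR | Also added: Oxytocin at about EC15, sub-maximal agonist stimulus | Times: Compound 6 min at room temperature before oxytocin, 100 s read | Measured by: Fluo-8 intracellular calcium fluorescence, ex 470-495, em 515-575 nm | Controls: EC15 oxytocin alone as 0%, 75 nM oxytocin as 100%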
Starred values were filed as active, the others as inactive; · = no result given.

molecule	V1R ag counter	OXTR ag	MEKK2wt PB1 HTS	M18AAP inhibitor	OXTR potentiate	GalR3 antagonist	NALP1 yeast inh	GPR7 antag	MEKK2 mut-MEK5
O=C(c1ccc(S(=O)(=O)N2CCCCC2)cc1)N1CCCC(C(F)(F)F)C1 (configuration not stated)	1.5	0.2	·	·	-7	0	·	·	·
CCC1(C)CC(CCNS(=O)(=O)c2ccc(C)cc2)(c2ccc(C)cc2)CCO1 (configuration not stated)	-1.4	-0.8	100	5	-19	-6	14	-1	-1
O=C(NCc1ccc2c(c1)OCO2)c1ccc(Br)s1	-1.1	-1.1	84	3	-2	-5	·	-2	-22
O=C(NCc1ccccc1)c1csc2c1CCCC2	-1.7	-0.8	98	-1	-4	-3	7	1	0
O=C(Nc1nccs1)c1cccnc1	0.5	1.0	104	-15	1	-9	-8	2	20
O=C(CN1CCN(CC(=O)Nc2ccccc2Cl)CC1)NCC1(N2CCCCC2)CCCCC1	0.3	0.2	·	·	-2	-1	·	·	·
CSc1nc(C)cc(Oc2ccc(=O)[nH]n2)n1	0.7	-0.8	101	-1	-4	-4	0	-9	1
Cn1c(=NC(=O)C2CCCCC2)sc2cc([N+](=O)[O-])ccc21	-0.3	0.0	83	-9	-8	-6	6	-8	-19
CC(C)C(=O)N1CCC(n2nccc2NC(=O)CCc2ccccc2)CC1	1.2	0.8	95	3	0	2	-2	-1	1
COc1ccc(NC(=O)CNC(=O)Cc2ccccc2)cc1OC	0.2	0.0	98	2	4	-10	-90	-4	-1
CC(C)(C)c1ccc(C(=O)Nn2cnnc2)cc1	1.7	2.2	104	13	2	-11	13	-1	1
O=c1c2ccccc2oc2cc(C#Cc3ccccn3)ccc12	0.1	-0.2	94	·	-6	-6	·	·	0
COc1ccc(-c2cnn3c(N)c(S(=O)(=O)C(C)(C)C)cnc23)cc1	-0.7	-0.5	100	-10	-1	-5	12	-6	2
Cc1ccc(NC(=O)CS(=O)CC(=O)N2CCN(C3CCCC3)CC2)cc1 (configuration not stated)	0.7	-1.1	99	-2	7	-9	16	-3	-3
Nc1nc(NC(=O)c2ccco2)nn1-c1ccccc1	0.4	-0.1	102	-2	2	-3	7	-6	4
O=C(COC(=O)c1nc(-c2ccccc2)n(-c2cccc(C(F)(F)F)c2)n1)NCc1cccs1	0.3	-1.1	105	2	-7	-4	26	-2	1
C#CCNC(=O)C1=C[C@@H](C)C[C@@H](OCc2ccc(CO)cc2)O1	1.4	1.2	107	5	-14	-3	19	-8	7
COc1ccc(C)cc1NC(=O)c1cccc(C(=O)Nc2cc(C)ccc2OC)n1	-0.4	-0.2	96	-4	-9	-2	7	-6	0
CN(CCOc1ccc(Cl)cc1)C(=O)CN1C(=O)NC2(CCCCC2)C1=O	-0.7	-1.2	·	·	-5	9	·	·	·
CCOc1ccc(NC(=O)CN2CCc3cc4c(cc3C2)OCCCO4)cc1OCC	-0.3	-1.0	100	-1	-5	-2	-8	-7	3
COC(=O)CC1=NN(c2ccccc2)C(=O)C1	1.1	0.6	99	5	1	-4	-3	-1	0
Cc1cc(Cl)c(S(=O)(=O)NCC2CCCO2)cc1OCC(=O)NC1CCCCC1 (configuration not stated)	6.8	6.5	97	1	-15	-3	-14	-1	1
CCC(C)NC(=O)CCn1c(=O)c2cccn2c2ccc(F)cc21 (configuration not stated)	·	·	106	5	·	-6	14	-6	7
CC(C)(C)SCCNS(=O)(=O)c1ccccc1	0.5	-0.8	91	-6	-9	1	12	-7	-7
CCOC(=O)c1sc(NC(=O)Cc2ccccc2OC)nc1C	-0.8	0.0	116	-10	-4	-8	-8	-4	13
O=C(CC1SCCNC1=O)Nc1ccc(Cl)cc1 (configuration not stated)	-0.4	-0.1	87	-2	2	-4	-1	0	-10
O=C(c1ccc(NS(=O)(=O)c2ccc(F)cc2)cc1)N1CCCCCC1	3.6	0.5	·	·	-1	-4	·	·	·
Cc1ccc(C(=O)NC(C)C2CCCO2)o1 (configuration not stated)	0.6	0.7	103	12	-5	0	9	-12	7
O=C1N/C(=N\S(=O)(=O)c2ccccc2)S/C1=C\c1cc([N+](=O)[O-])ccc1O	20*	25*	104	5	-17	-8	6	16	6
COc1ccc(C(=O)Nc2ccc(OCc3ccccc3)cc2)cc1[N+](=O)[O-]	-0.6	1.4	102	-5	-2	-5	14	5	2

Overlap with the part before: three entries; new compounds follow.
molecule	V1R ag counter	OXTR ag	MEKK2wt PB1 HTS	M18AAP inhibitor	OXTR potentiate	GalR3 antagonist	NALP1 yeast inh	GPR7 antag	MEKK2 mut-MEK5
Cc1ccc(C(=O)NC(C)C2CCCO2)o1 (configuration not stated)	0.6	0.7	103	12	-5	0	9	-12	7
O=C1N/C(=N\S(=O)(=O)c2ccccc2)S/C1=C\c1cc([N+](=O)[O-])ccc1O	20*	25*	104	5	-17	-8	6	16	6
COc1ccc(C(=O)Nc2ccc(OCc3ccccc3)cc2)cc1[N+](=O)[O-]	-0.6	1.4	102	-5	-2	-5	14	5	2
Cc1nn(Cc2c(F)cccc2Cl)c(C)c1NC(=O)C1CC1	1.3	0.4	99	-9	1	2	22	-3	-1
CN(C(=O)CN1C(=O)S/C(=C\c2ccccc2F)C1=O)C1CCS(=O)(=O)C1 (configuration not stated)	-0.6	0.8	97	9	1	2	1	-4	3
COc1ccc(OCC(=O)N2CC3(C)CC2CC(C)(C)C3)cc1 (configuration not stated)	0.2	-1.2	101	1	-17	1	-1	30	0
COCCCN(CC(=O)O)S(=O)(=O)c1cccc(Cl)c1	-0.6	-0.1	91	-2	-8	-4	24	-10	-3
Cc1cc(C(=O)Nc2ccccc2C(=O)O)c(C)o1	1.0	-0.9	103	2	3	-6	12	-5	1
CCC(C)(C)NC(=O)C(c1ccccn1)N(C(=O)c1csnn1)c1ccc(C)cc1 (configuration not stated)	-0.6	-1.2	93	0	-7	-6	5	-13	-7
O=C(N/N=C/c1ccccn1)c1cc(-c2ccc(Cl)s2)[nH]n1	11	3.9	93	10	-8	-9	-17	1	-3
Cc1ccc(C(C(=O)NCc2ccco2)N(Cc2ccco2)C(=O)CNC(=O)c2ccco2)cc1 (configuration not stated)	0.5	-1.6	91	2	-7	-2	-6	-9	-2
O=C(CCNC(=O)c1ccccc1)Nc1ccc(Cl)c(S(=O)(=O)N2CCCCC2)c1	2.1	2.8	·	·	-6	-9	·	·	·
CCOC(=O)c1sc(=S)n(CC)c1NC(=O)c1ccccc1	-1.0	-2.0	100	-3	-6	-3	-16	-15	-2
O=C(O)COc1ccc(=O)n(-c2ccccc2)n1	1.0	0.5	105	-4	-5	-2	13	6	5
CCN(C(=O)CSc1nnc(-c2ccco2)n1Cc1ccccc1)C1CCS(=O)(=O)C1 (configuration not stated)	0.1	-0.2	·	·	-5	-4	·	·	·
O=C(O)Cc1coc2cc3c(cc12)CCC3	0.6	0.8	95	7	-13	-3	-6	2	-1
O=C(CN1CCN(c2ccc(F)cc2)CC1)Nc1ccccc1	0.0	-1.5	104	-7	-18	-2	-6	3	1
COc1ccccc1N1C(=O)C(Cl)=C(Nc2ccccc2O)C1=O	·	·	79	15	·	-5	7	7	-12
CC(=O)Nc1ccc(Cc2nc3c([nH]2)c(=O)n(C)c(=O)n3C)cc1	1.5	4.4	106	-3	-9	·	13	-2	5
Cc1ccc(C)c(-n2c(SCC(=O)NCC3CCCO3)nnc2-c2ccoc2C)c1 (configuration not stated)	-0.9	-1.6	112	4	-11	·	-10	-11	4
CCOC(=O)Cn1c(S(=O)(=O)Cc2cccc(F)c2)nc(-c2ccccc2)c1-c1ccccc1	1.2	0.1	83	1	-8	-10	27	-1	-9
Cc1c2cnn(CC(=O)Nc3cccc(C(F)(F)F)c3)c(=O)c2c(C)n1Cc1ccccc1F	-0.3	0.5	94	-4	-5	3	20	7	-2
COc1ccc(CC(=O)OCC(=O)c2ccc(OC)c(OC)c2)cc1	-0.6	-0.4	·	·	0	-2	·	·	·
CC(NC(=O)c1ccc(OC2CCN(Cc3ccccn3)CC2)cc1)c1ccccc1 (configuration not stated)	1.4	0.4	115	-1	-1	-8	10	-4	7
Cc1nn(-c2ccccc2Cl)c(Cl)c1/C=N/Nc1nc2ccccc2s1	0.9	0.2	97	3	-3	-2	32	-1	-1
COc1ccc(CCN2CNc3c(c(=O)n(C)c(=O)n3C)C2)cc1	0.7	0.4	97	-3	-9	-7	4	0	-1
CCN(CC)C(=O)C1CCCN(C/C(C)=C/c2ccccc2)C1 (configuration not stated)	0.4	0.2	110	3	-4	-7	15	-5	7
Cc1ccc(Nc2nc(N)nc(CC#N)n2)cc1	1.1	-1.0	78	-12	-3	-11	1	-6	-7
CC(C)OC(=O)CC(=O)CSc1nc2c(cc1C#N)CCCCC2	0.5	1.2	97	5	-5	-2	26	-2	0
COCCn1c(SCC(=O)c2ccc(F)cc2)nnc1C(C)C	1.7	-0.1	104	7	-11	-5	23	-7	2
O=C(/C=C/c1ccccc1)NC(=S)NNC(=O)c1cnccn1	-2.4	-2.1	115	12	5	-1	·	-14	17
Cc1cc(=O)oc2c3c(cc(OCC(=O)N[C@@H](CC(C)C)C(=O)O)c12)OC(C)(C)CC3	-0.5	0.8	106	-4	-15	2	1	-7	7
COc1ccc(N2C(=O)C(CC(N)=O)N(NC(=O)CCc3ccccc3)C2=O)cc1 (configuration not stated)	-0.1	0.3	101	1	0	-5	23	12	-3
Cc1cc(NC(=O)COC(=O)CCCOc2ccc(Cl)cc2C)no1	0.9	0.5	96	-2	-3	-4	3	5	1
O=C(NC1CCCC1)C1CCC(=O)N1C1CCCCC1 (configuration not stated)	-0.4	0.6	91	-6	-7	7	1	-1	-11
O=C(N/N=C/c1ccc(O)c2ccccc12)c1cccnc1	1.0	3.5	103	3	-5	-7	8	-6	2
Clc1cccc(OCCCn2ccnc2)c1	1.9	-0.5	107	-2	-4	-10	-1	-6	3
O=S(=O)(c1ccc2c(c1)CCN2)N1CCOCC1	0.5	0.6	·	·	-9	-6	·	·	·
CC(C)N(C(=O)c1ccc2nc(-c3ccccc3)c(-c3ccccc3)nc2c1)C(C)C	0.1	-1.4	95	-1	-3	-6	34	-15	-3
NC(=O)CN1N=C(c2cc(Cl)sc2Cl)CSC1=O	1.4	1.8	100	2	2	-7	19	-6	3
